Screening data (PubChem)
RAD52 inh: blocks human RAD52 DNA annealing; P43351; recombinant RAD52 DNA annealing, FRET fluorescence; inhibition, % at 18.7 µM; 360,000 compounds, 0.46% hits;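 active means every replicate showing at least 50% inhibition; inconclusive means mean inhibition at least 50% but not in every replicate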
Target sequence (P43351 whole entry, looked up): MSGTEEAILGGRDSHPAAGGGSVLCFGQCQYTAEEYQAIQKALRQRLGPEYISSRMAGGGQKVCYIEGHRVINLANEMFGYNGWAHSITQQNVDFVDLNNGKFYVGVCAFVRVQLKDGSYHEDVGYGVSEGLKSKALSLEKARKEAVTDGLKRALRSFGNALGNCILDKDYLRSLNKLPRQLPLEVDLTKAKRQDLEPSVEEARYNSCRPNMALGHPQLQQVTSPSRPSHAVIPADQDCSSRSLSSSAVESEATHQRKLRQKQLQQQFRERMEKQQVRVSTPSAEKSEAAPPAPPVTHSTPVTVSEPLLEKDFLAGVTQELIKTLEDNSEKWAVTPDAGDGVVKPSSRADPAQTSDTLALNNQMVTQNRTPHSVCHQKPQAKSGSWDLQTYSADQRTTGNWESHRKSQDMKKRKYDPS
ERAP1 HTS inh: blocks human ERAP1 aminopeptidase activity; Q9NZ08; recombinant ERAP1, Leu-AMC fluorescence, 60 min; inhibition, % at 10.7 µM; 340,000 compounds, 0.15% hits;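 active means mean replicate inhibition of at least 30%, or all replicates individually reaching that 30% level; inactive means mean below 30% and not every replicate reaching it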;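 further: 0% = neutral control wells and 100% = L-leucinethiol positive control wells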
PglD inh: inhibitors of Campylobacter jejuni PglD acetyltransferase. purified PglD enzyme, DTNB colorimetric CoA detection. inhibition, % at 12.5 µM. 360,000 compounds, 0.098% hits. AID 602405; in the data active means inhibition above about 16%, passing the limit was not always enough; inconclusive means no clear call, values can overlap the other calls; further: strong numbers were not always called active
E-sel inducer: induces E-selectin expression in human endothelial cells; P16581; HUVEC E-selectin immunofluorescence imaging; normalized: neutral wells 0, TNF-alpha wells 100; activation, % at 7.58 µM; 260,000 compounds, 0.37% hits; AID 686992;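 active means mean E-selectin-positive cell signal at least 10% of the positive control, reached in at least 60% of replicates, without over 20% cell loss; inconclusive means no rule given, readout overlaps actives, possibly toxicity-flagged; inactive means the rest, including those meeting only one limit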;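 further: in these data hits start at about 27%; measured in HUVEC primary endothelial cells; signal is the percent of cells scored E-selectin positive by PE staining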
Target sequence (P16581 whole entry, looked up): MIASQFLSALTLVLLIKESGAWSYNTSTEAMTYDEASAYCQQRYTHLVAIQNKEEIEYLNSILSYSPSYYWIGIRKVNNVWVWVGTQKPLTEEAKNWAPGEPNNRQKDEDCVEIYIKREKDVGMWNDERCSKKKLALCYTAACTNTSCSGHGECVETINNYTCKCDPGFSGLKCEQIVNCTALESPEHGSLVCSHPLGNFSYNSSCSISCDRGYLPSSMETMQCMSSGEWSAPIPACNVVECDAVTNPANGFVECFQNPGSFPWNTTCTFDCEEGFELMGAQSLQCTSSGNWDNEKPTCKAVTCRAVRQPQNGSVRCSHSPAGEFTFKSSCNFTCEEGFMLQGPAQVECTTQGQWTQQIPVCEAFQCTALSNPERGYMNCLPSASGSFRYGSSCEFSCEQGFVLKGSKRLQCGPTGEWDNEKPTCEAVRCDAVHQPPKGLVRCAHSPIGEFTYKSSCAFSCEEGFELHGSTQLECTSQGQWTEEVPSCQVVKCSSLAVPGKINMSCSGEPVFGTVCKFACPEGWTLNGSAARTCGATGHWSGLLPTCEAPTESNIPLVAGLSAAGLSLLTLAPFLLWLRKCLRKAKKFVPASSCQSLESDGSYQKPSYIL
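Material: HUVEC primary endothelial cells; Amount: 3,000 cells per well; Dosing: single concentration; Medium: EGM-2 growth medium on 0.1% gelatin-coated wells; Read-out basis: percent E-selectin-positive cells; Signal: immunofluorescence imaging; Control set: TNF-alpha, DMSO.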
miR-122 sensor: blocks miR-122 activity in Huh7 sensor cells; activation (reporter increase), % at 12.5 µM; Huh7 miR-122 Renilla luciferase sensor, 48 h; neutral wells = 0, positive control = 100; 340,000 compounds, 0.3% hits;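 active means mean replicate activation score at least 90 and every replicate individually at or above 90; inconclusive means only one of the two criteria met; inactive means neither criterion met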;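 further: higher luciferase means less miR-122 activity so hits act as miR-122 inhibitors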
RAD54 branch: RAD54 (human) branch migration inhibition; Q92698; 360,000 compounds, 0.14% hits; RAD54 Holliday junction branch migration, FAM/BHQ fluorescence; inhibition, % at 10.4 µM;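 active means mean normalized replicate activity at least 40 and at least half of replicates scoring 40 or more; inconclusive means only one of the two criteria met; inactive means mean below 40 and under half of replicates reaching 40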;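 further: 0% = median of neutral control wells and 100% = median of positive control wells; inhibitors cause a drop in the FAM fluorescence signal; in these data hits start at about 50%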
PGC1a acetyl inh: lowers PGC1a acetylation signal in U2OS cells; AlphaScreen anti-acetyl-lysine; with virally co-expressed GCN5 acetyltransferase; 350,000 compounds, 0.17% hits; inhibition, % at 15.6 µM;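 active means every replicate shows inhibition of at least 40%; inconclusive means mean inhibition at least 40% but some replicate below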;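 further: 0% = neutral control wells and 100% = positive control wells; some results beyond the cut were filed as inactive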
Cneo AK release: Cryptococcus neoformans lysis via adenylate kinase release. C. neoformans lysis, adenylate kinase release luminescence, 4 h; normalised: neutral wells 0, clomiphene wells 100. lysis activity, % at 15 µM. 360,000 compounds, 0.2% hits. AID 651654;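 active means mean lysis activity across replicates of at least 80%, whatever share of replicates individually reach that level; inactive means mean lysis activity below 80%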
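Assay system: C. neoformans cells. Amount: yeast cell density of 5 × 10^6 cells/mL. Technique: AK luminescence. Buffer or medium: YPD. Times: static 4 h at 37 °C with compound, 1 h detection. Dosing: single-point compound dose. Read-out: lysis from increased AK signal.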
* marks the source's active call; other numbers are inactive results; u = inconclusive; x = not tested or not shown; [ ] = remark or other dose. Not a hit list. Share with any hit: about 1.4%.

SMILES	RAD52 inh	ERAP1 HTS inh	PglD inh	E-sel inducer	miR-122 sensor	RAD54 branch	PGC1a acetyl inh	Cneo AK release
Cc1ccc(S(=O)(=O)NC2=NCN(CCN3CCOCC3)CN2)cc1	x	x	1	x	6	4	-9	1
C=CCc1cc(C)ccc1OCCCC(C(=O)OCC)C(=O)OCC	-2	-2	1	14	0	-3	-2	0
CCn1c(-c2cc(OC)c(OC)c(OC)c2)n[nH]c1=S	x	x	-2	x	-1	-11	36	0
CCCC1C2CN(C(C)C)CC=C2C(C#N)=C(N)C1(C#N)C#N (configuration not stated)	x	x	-2	x	6	-48	7	4
CC1S/C(=N/N=C/c2ccco2)NC1=O (configuration not stated)	x	x	6	x	-1	3	2	-7
COc1ccc(C(=O)NNC(=S)NC(=O)c2ccc(F)cc2)cc1Br	-6	4	1	-0.2	-4	17	12	1
NC(=O)C1CCN(C(=O)c2ccc3c(c2)S(=O)(=O)c2ccccc2C3=O)CC1	-4	6	-4	2.2	1	1	4	2
Cc1nn(C(=O)c2ccco2)c(C)c1Br	x	x	9	x	-5	-3	3	-1
CCC[C@H]1COCCS(=O)(=O)N1Cc1ccccc1	-6	2	3	x	-1	-3	9	3
CO[C@@H]1CC[C@@H]2CCOc3ccc(C#N)cc3C(=O)N(C)C[C@H](c3ccccc3)CC(=O)N(C)C[C@H]1O2	-7	-3	0	0.1	x	6	x	3
CCc1ccc(NC(=O)c2ccccc2SC)cc1	-15	4	2	x	0	5	-9	0
COc1cccc(CN(C(=O)c2ccco2)C(C(=O)NC2CCCC2)c2cccnc2)c1 (configuration not stated)	x	x	1	x	1	2	-3	-1
Cc1ccc(S(=O)(=O)N2CCC(=O)N(CCOCc3cccc(F)c3)CC2)cc1	-13	-3	7	-0.1	x	-11	x	-2
CC(=O)NCCC(=O)N(C)CC1CCN(CCc2cccc(C(F)(F)F)c2)CC1	-13	-1	-1	x	-26	-15	21	1
COc1cccc(CNC(=O)C[C@H]2C=C[C@@H](NC(=O)C3CCOCC3)[C@@H](CO)O2)c1	-2	2	0	-0.1	x	-15	-1	1
Cc1ccc(C)c(NC(=O)CN(C)C(C)C(=O)N2CCCC2)c1 (configuration not stated)	-21	1	1	-0.5	x	-5	-4	-2
CCCCN1C(=O)C(CC(=O)NCC2CCCCC2)CC(C(=O)N(C)C)=C1C (configuration not stated)	-1	0	1	x	0	-11	-1	1
CCn1nc(C(=O)Nc2ccc3c(c2)OCCO3)c2ccccc2c1=O	-6	-1	7	0.4	-3	5	-20	-2
O=c1c(N2CCOCC2)nsnc1N1CCOCC1	x	x	8	x	-6	-21	5	-1
COc1cccc(S(=O)(=O)Nc2ccc3c(c2)C(=O)N(C)[C@@H]2CC[C@H](CC(=O)NCC4CCCCC4)O[C@@H]2CO3)c1	5	0	-1	0.2	17[16.7 µM]	-10	-5	-2
CC(C)(C)c1[nH]nc2c1C(Cc1ccccc1)C(C#N)=C(N)O2 (configuration not stated)	x	x	2	x	2	4	7	1
CC(C)c1cccc(C(C)C)c1NC(=O)Cn1c(=O)cnc2ccccc21	-20	-1	-21	0.1	-6	-5	3	-1
COc1ccc(C(=O)NC(NC(=O)c2ccc(OC)cc2)c2ccccc2F)cc1	-6	7	-4	x	1	0	-6	2
CCN(CC)C(=O)C(C)N(C#N)c1nc(NC(C)C)nc(NC(C)C)n1 (configuration not stated)	x	x	-1	x	43	-5	x	-1
COc1ccc(NC(=O)Nc2ccc3c(c2)C(=O)N([C@H](C)CO)C[C@H](C)[C@@H](CN(C)Cc2ccc4c(c2)OCO4)OCCCC[C@H](C)O3)cc1	-6	2	2	-0.3	1[16.7 µM]	-2	0	1

The results go on.
SMILES	RAD52 inh	ERAP1 HTS inh	PglD inh	E-sel inducer	miR-122 sensor	RAD54 branch	PGC1a acetyl inh	Cneo AK release
Oc1ccc(Cl)cc1C=NN1CCCCCC1	0	3	x	x	-2	x	7	x
CCOc1ccc(S(=O)(=O)NCc2ccc3c(c2)OCO3)cc1NC(C)=O	-1	2	1	x	4	-6	-8	0
CC(C)Oc1cccc(C(=O)NC(=S)Nc2cccc(C(F)(F)F)c2)c1	x	x	-3	x	3	2	1	-1
Cc1cccc(NC(=O)C2CCN(c3ncnc4c3nc3n4CCCCC3)CC2)n1	1	1	0	x	-13	8	-5	-1
Fc1ccccc1-n1cc(-c2ccccc2)[nH]c1=S	-23	-1	0	3.5	-5	-7	-3	2
CCN(CC)S(=O)(=O)c1ccc(OC)c(NC(=O)CSc2cc(Cl)ccc2Cl)c1	x	x	-3	x	-1	0	11	1
O=c1[nH]c2ccccc2nc1/C=C/c1ccccc1	-44	2	x	x	10	x	-2	x
CC1(CC(=O)N/N=C/c2ccc(OCc3ccc(Cl)cc3Cl)cc2)OCCCO1	x	x	3	x	-8	-4	x	1
O=C(N[C@@H]1CC[C@@H](CC(=O)N2CCCCC2)O[C@H]1CO)c1ccc2c(c1)OCO2	-6	0	-3	-0.3	x	5	4	-8
CCCN(CCC)Cc1c(C(=O)N/N=C/c2ccncc2)nnn1-c1nonc1N	-35	0	3	x	11	-16	-3	-2
COc1ccc(CCNC(=O)C2CC(=O)N(c3ccc(C)cc3)C2)cc1 (configuration not stated)	-4	3	-3	-0.1	-2	-5	-8	1
O=C(CC[C@H]1O[C@@H](n2cnc3c(NC(=O)c4ccccc4)ncnc32)[C@H](O)[C@@H]1O)NCc1ccc(OC(F)(F)F)cc1	-3	-7	2	0.1	0	6	3	1
CCOC(=O)c1ccc(NC(=O)CSc2nc3sc(C(=O)O)c(C)c3c(=O)[nH]2)cc1	-21	-26	x	0.3	-1	x	-5	x
S=C(c1ccc2c(c1)OCO2)N1CCCCCC1	x	x	-2	x	-11	0	12	2
CCCn1nc(C(=O)NCCN2CCOCC2)c2ccccc2c1=O	x	x	-2	x	-2	-4	10	0
COc1ccc(C(=O)N2CCCCC2)cc1S(=O)(=O)Nc1ccccc1	x	x	0	x	46	0	-9	14
CC(C)=CCCC1=CCC(/C=N/NC(N)=O)C(C)C1 (configuration not stated)	-8	1	2	x	-2	3	-6	7
CO[C@H]1CN(C)C(=O)c2cc(NS(C)(=O)=O)ccc2OC[C@@H](C)N(C(=O)C2CCC2)C[C@@H]1C	6	0	0	-0.2	2[16.7 µM]	2	2	-1
C[C@@H]1CN([C@H](C)CO)C(=O)c2cc(-c3cccc(C(=O)N(C)C)c3)cnc2O[C@H]1CN(C)S(=O)(=O)c1cccc(F)c1	4	0	2	-0.2	-3[16.7 µM]	-5	2	0
O=C(C[C@H]1C=C[C@H](NC(=O)Nc2ccccc2F)[C@H](CO)O1)NCc1ccc(-c2ccccc2)cc1	16	4	4	8.1	0[16.7 µM]	5	6	-1
COc1ccc(C2c3[nH]c4ccccc4c3C[C@H]3C(=O)N(C4CCN(Cc5ccccc5)CC4)CC(=O)N23)c(OC)c1 (some centres not stated)	-31	-3	2	0.3	-2	-2	-8	13
COc1ccc(C(=O)N/N=C/c2ccc(N3CCOCC3)s2)cc1OC	-6	8	2	x	-6	9	0	-1
O=C(c1c(F)cccc1F)N1CCC(n2nnc3cc(C(F)(F)F)ccc32)CC1	-12	2	x	3.0	x	x	8	x
Cc1c(C(=O)O)sc2nc(CSc3nnc(-c4ccc(F)cc4)n3C)[nH]c(=O)c12	-36	-28	x	-0.1	-5	-3	12	0
CN(CC(=O)c1c(N)n(C)c(=O)n(C)c1=O)c1ccccc1	0	2	0	-0.6	-2	1	1	-7

The list continues:
SMILES	RAD52 inh	ERAP1 HTS inh	PglD inh	E-sel inducer	miR-122 sensor	RAD54 branch	PGC1a acetyl inh	Cneo AK release
COc1ccccc1S(=O)(=O)N1CCn2cccc2C1C (configuration not stated)	-22	-2	3	-0.3	x	-5	x	1
Cc1ccc(NC(=O)CSc2ccc(S(=O)(=O)N3CCCC3)cn2)cc1F	-13	0	-2	1.5	-7	1	0	1
CCCCNC(=O)C1(C)CCCCN1C(=O)c1cccc(OC(F)(F)F)c1 (configuration not stated)	-1	-3	-4	-0.3	-10	0	-1	1
COc1ccc2[nH]c(=O)c(CN(Cc3cccnc3)S(=O)(=O)c3ccccc3F)cc2c1	-8	-3	-4	23	0	2	x	0
C[C@@H]1CN([C@@H](C)CO)C(=O)c2cc(-c3ccccc3)cnc2O[C@H]1CN(C)C(=O)Cc1cccnc1	-3	-4	2	0.0	-5[16.7 µM]	-4	1	0
COc1cccc(CNC(=O)C23CN(Cc4ccccc4)CC2C(c2ccc([N+](=O)[O-])cc2)=NO3)c1 (configuration not stated)	-4	-3	3	0.0	15	0	-8	-1
C=CCOc1ccc(C2N3CC4(C)CN2CC(CCC)(C3)C4=O)cc1 (configuration not stated)	x	x	-4	x	-2	-4	-5	-3
O=C(NCCCn1ccnc1)c1ccccc1F	-11	-2	-2	0.3	-8	-3	8	-1
CC(=O)N1CC(=O)N2[C@H](CO)[C@H](c3ccc(C#Cc4cccnc4)cc3)[C@H]2C1	-2	-1	x	0.4	x	x	32	x
CC(C)NC(=O)N[C@@H]1CC[C@H](CCn2cc(-c3ccc(F)cc3)nn2)O[C@@H]1CO	-8	0	-3	0.6	x	-1	4	4
O=C1CC(c2ccco2)Cc2nc(NCC3CCCO3)ncc21 (configuration not stated)	x	x	-1	x	1	2	-1	0
CCC1=NC(c2ccc(OC)c(OC)c2)N(O)C1(C)C (configuration not stated)	x	x	-8	x	2	-5	-2	0
O=c1cc(/C=C/c2cccs2)[nH]c2ccccc12	-12	1	2	x	0	7	3	1
O=C(C[C@H]1C=C[C@H](NC(=O)C2CC2)[C@H](CO)O1)NCc1ccncc1	-16	0	0	-0.1	x	3	4	-2
COc1ccc(NC(=O)C2COc3ccccc3O2)cc1S(=O)(=O)N1CCOCC1 (configuration not stated)	-4	0	-10	0.9	-9	8	-5	0
COc1ccc(CCNC(=O)CC(=O)N/N=C\c2ccc(OCC(N)=O)cc2)cc1OC	-1	-1	3	-0.1	11	-7	x	0
C[C@@H]1CCCCO[C@H](CN(C)Cc2ccc(C(F)(F)F)cc2)[C@H](C)CN([C@@H](C)CO)C(=O)c2cc(NC(=O)NC3CCCCC3)ccc2O1	-4	0	1	0.6	67[16.7 µM]	4	-52	-1
C[C@H]1CN([C@@H](C)CO)S(=O)(=O)c2ccc(C#Cc3ccc(F)cc3)cc2O[C@@H]1CN(C)C(=O)NC1CCCC1	8	0	2	u	38[16.7 µM]	-2	18	0

Among those listed so far, 5 have an aryl thioether with sulfur outside any ring.
SMILES	RAD52 inh	ERAP1 HTS inh	PglD inh	E-sel inducer	miR-122 sensor	RAD54 branch	PGC1a acetyl inh	Cneo AK release
CCc1ccc(NC(=O)c2ccccc2SC)cc1	-15	4	2	x	0	5	-9	0
CCN(CC)S(=O)(=O)c1ccc(OC)c(NC(=O)CSc2cc(Cl)ccc2Cl)c1	x	x	-3	x	-1	0	11	1
CCOC(=O)c1ccc(NC(=O)CSc2nc3sc(C(=O)O)c(C)c3c(=O)[nH]2)cc1	-21	-26	x	0.3	-1	x	-5	x
Cc1c(C(=O)O)sc2nc(CSc3nnc(-c4ccc(F)cc4)n3C)[nH]c(=O)c12	-36	-28	x	-0.1	-5	-3	12	0
Cc1ccc(NC(=O)CSc2ccc(S(=O)(=O)N3CCCC3)cn2)cc1F	-13	0	-2	1.5	-7	1	0	1
